GPR151 activ: activators of human GPR151, primary screen, cell-based, PathHunter beta-arrestin, luminescence | PathHunter beta-arrestin GPR151 cells | activation, % at 11.2 µM | G-protein coupled receptor 151 (Homo sapiens), Q8TDV0 | 1% of 650,000 active; in the data active = activation above about 4.9%;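 note: 0% = median of compound wells and 100% = cells with positive control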
Target sequence (Q8TDV0 whole entry, looked up): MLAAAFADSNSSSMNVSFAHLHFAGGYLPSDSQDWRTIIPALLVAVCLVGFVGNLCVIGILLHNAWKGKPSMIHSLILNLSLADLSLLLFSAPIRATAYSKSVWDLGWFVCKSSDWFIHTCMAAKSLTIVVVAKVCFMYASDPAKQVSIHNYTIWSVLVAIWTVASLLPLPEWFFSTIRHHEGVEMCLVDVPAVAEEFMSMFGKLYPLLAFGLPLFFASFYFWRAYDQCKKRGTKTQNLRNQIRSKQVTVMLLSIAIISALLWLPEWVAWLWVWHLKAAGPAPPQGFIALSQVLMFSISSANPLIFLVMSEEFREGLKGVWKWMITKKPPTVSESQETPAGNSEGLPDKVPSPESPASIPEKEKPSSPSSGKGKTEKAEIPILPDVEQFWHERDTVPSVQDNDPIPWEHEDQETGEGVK
TEAD-YAP block: TEAD-YAP interaction inhibition, primary screen, TEAD-YAP interaction inhibitor project, luminescence, HEK-TIYL cells; TEAD-Gal4/YAP UAS-luciferase luminescence; inhibition, % at 9.12 µM; 1.4% of 640,000 active; AID 1259422, 2018; in the data active = inhibition above about 32%;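 note: 0% = median of test compound wells and 100% = reference inhibitor wells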
FBW7 activator: FBW7 E3 ligase activators, primary screen, biochemical, AlphaScreen, human. F-box/WD repeat-containing protein 7 (Homo sapiens), Q969H0. AlphaScreen FBW7–phospho-cyclin E peptide binding, activator screen. normalized activity (activation), % at 26.1 µM. 0.13% of 650,000 active. AID 1259310, 2017; in the data active = normalized activity above about 1.9%;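 note: purified mutant Fbw7 with reduced substrate affinity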
MITF inh: MITF inhibitors, primary screen, biochemical, AlphaScreen, human | Microphthalmia-associated transcription factor (Homo sapiens), O75030 | AlphaScreen MITF homodimerization, bead proximity signal | inhibition, % at 2.6 µM | 0.91% of 650,000 active | AID 1259374, 2018; in the data active = inhibition above about 50%;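 note: 0% = vehicle wells with protein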
Target sequence (O75030 whole entry, looked up): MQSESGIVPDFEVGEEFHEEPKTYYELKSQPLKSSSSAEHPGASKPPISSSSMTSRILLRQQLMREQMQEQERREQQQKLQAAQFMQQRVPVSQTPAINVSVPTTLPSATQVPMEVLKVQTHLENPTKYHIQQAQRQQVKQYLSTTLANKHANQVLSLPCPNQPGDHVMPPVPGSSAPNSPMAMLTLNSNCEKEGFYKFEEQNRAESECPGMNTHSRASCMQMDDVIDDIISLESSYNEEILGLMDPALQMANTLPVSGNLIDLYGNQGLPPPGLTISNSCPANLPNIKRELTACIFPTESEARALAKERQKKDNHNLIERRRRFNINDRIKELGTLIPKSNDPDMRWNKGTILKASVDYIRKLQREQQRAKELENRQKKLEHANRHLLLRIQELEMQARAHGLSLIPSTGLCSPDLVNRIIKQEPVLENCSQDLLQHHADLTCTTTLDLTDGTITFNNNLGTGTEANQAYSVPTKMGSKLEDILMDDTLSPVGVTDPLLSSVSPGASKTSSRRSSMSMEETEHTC
The depositor's hits bear a star.

Cc1nc2c(ccc3nc(NC(=O)COc4ccc(Cl)cc4)sc32)s1 was read as GPR151 activ -0.1, TEAD-YAP block 0.1, FBW7 activator 0.4 and MITF inh 14.4.
`CCCc1noc(-c2ccc(C3CCC(CCC)CC3)cc2)n1` (stereo unspecified) gave GPR151 activ -1.0, TEAD-YAP block -4.1, FBW7 activator -0.2 and MITF inh 1.4.
`Cc1cc(NC(=O)CSc2nc3ccccc3c(=O)n2CC2CCC(C(=O)NCCc3ccccc3)CC2)n[nH]1` (stereo unspecified) gave GPR151 activ 1.1, TEAD-YAP block -3.0, FBW7 activator 0.0 and MITF inh -10.1.
`Cc1[nH]c2ccccc2c1CCNC(=O)CN1C(=O)c2ccccc2C1=O` gave GPR151 activ 0.2, TEAD-YAP block -2.6, FBW7 activator 0.0 and MITF inh -4.2.
Screening NC(=S)c1ccc[n+]([C@H]2O[C@@H](COP(=O)(O)OP(=O)(O)OC[C@H]3O[C@@H](n4cnc5c(N)ncnc54)[C@H](OP(=O)(O)O)[C@@H]3O)[C@H](O)[C@@H]2O)c1 returned GPR151 activ 0.2, TEAD-YAP block -8.8, FBW7 activator -0.1 and MITF inh 2.6.
`CCC(Cc1ccccc1)n1c(SCC(=O)Nc2cc(C)[nH]n2)nc2ccccc2c1=O` (stereo unspecified) gave GPR151 activ -1.4, TEAD-YAP block -2.9, FBW7 activator 0.1 and MITF inh 11.0.
For COc1cc(NC(=O)c2cc(N3CCC(N4CCOCC4)CC3)nc3ccccc23)cc(OC)c1OC the results were GPR151 activ 0.3, TEAD-YAP block -11.1, FBW7 activator 0.0 and MITF inh 4.3.
CCCC(=O)Nc1cccc(NC(=O)c2ccc(I)cc2)c1 was read as GPR151 activ -1.5, TEAD-YAP block -3.0, FBW7 activator 0.0 and MITF inh 5.6.
COc1ccc(C2C(C(=O)NCCCN3CCC(C)CC3)c3ccccc3C(=O)N2Cc2ccc(F)cc2)cc1 (stereo unspecified) was read as GPR151 activ -0.7, TEAD-YAP block 3.0, FBW7 activator 0.2 and MITF inh -8.6.
For Oc1cccc(-c2nc(-c3ccccc3)c(-c3ccc(Cl)cc3)[nH]2)c1 the results were GPR151 activ 0.3, TEAD-YAP block 1.8, FBW7 activator -0.1 and MITF inh -2.1.
CCCCC(c1nnnn1C(C)C)N1CCN(C(=O)c2ccco2)CC1 (stereo unspecified) was read as GPR151 activ -1.4, TEAD-YAP block -2.6, FBW7 activator 0.0 and MITF inh 19.6.
`C#CCOc1ccc(/C=C2\C(=O)NC(=O)N(c3ccc(C(=O)O)cc3)C2=O)cc1` gave GPR151 activ 1.6, TEAD-YAP block -10.2, FBW7 activator -0.1 and MITF inh -5.7.
N#Cc1ccc(CNC(=O)Nc2ccc(F)cc2)cc1 was read as GPR151 activ 0.1, TEAD-YAP block 1.9, FBW7 activator 0.2 and MITF inh 9.1.
Screening Cc1cccc(C)c1Nc1nc(-c2ccccc2)nc2ccccc12 returned GPR151 activ 1.4, TEAD-YAP block 5.1, FBW7 activator -0.2 and MITF inh 1.1.
For CN(C(=O)c1cccs1)C(Cc1ccccc1)C1CCN(C(=O)c2csnn2)CC1 (stereo unspecified) the results were GPR151 activ -0.8, TEAD-YAP block -1.2, FBW7 activator 0.5 and MITF inh 11.7.

Next section; it opens with the three that closed the last part.
N#Cc1ccc(CNC(=O)Nc2ccc(F)cc2)cc1 was read as GPR151 activ 0.1, TEAD-YAP block 1.9, FBW7 activator 0.2 and MITF inh 9.1.
Screening Cc1cccc(C)c1Nc1nc(-c2ccccc2)nc2ccccc12 returned GPR151 activ 1.4, TEAD-YAP block 5.1, FBW7 activator -0.2 and MITF inh 1.1.
For CN(C(=O)c1cccs1)C(Cc1ccccc1)C1CCN(C(=O)c2csnn2)CC1 (stereo unspecified) the results were GPR151 activ -0.8, TEAD-YAP block -1.2, FBW7 activator 0.5 and MITF inh 11.7.
Screening COC(=O)c1ccc(NC(=O)CN2CCN(CC(=O)Nc3ccc(F)cc3)CC2)cc1 returned GPR151 activ -0.7, TEAD-YAP block 13.4, FBW7 activator 0.0 and MITF inh -3.2.
For COc1cc(Cl)cc(/C=C2\SC(=S)N(C)C2=O)c1O the results were GPR151 activ -1.9, TEAD-YAP block -2.2, FBW7 activator 0.0 and MITF inh -4.8.
Screening COc1ccc2c(c1)CCCN2C(=O)c1cc(OC)c(OC)c(OC)c1 returned GPR151 activ 2.4, TEAD-YAP block 45.1*, FBW7 activator 0.1 and MITF inh 14.4.
O=C1SCCC1NC(=O)C1c2ccccc2Oc2ccccc21 (stereo unspecified) was read as GPR151 activ 1.8, TEAD-YAP block 15.2, FBW7 activator 0.1 and MITF inh -5.0.
For COc1ccccc1CN1C(=O)C2C(C(=O)Nc3cccc(SC)c3)C3C=CC2(O3)C1C(=O)NC1CCCCC1 (stereo unspecified) the results were GPR151 activ 2.6, TEAD-YAP block -12.4, FBW7 activator 0.3 and MITF inh 9.3.
COc1ccc(C2=NN(Cc3ccccc3)c3nc4c(c(=O)n(C)c(=O)n4C)n3C2)cc1 was read as GPR151 activ 0.6, TEAD-YAP block 4.6, FBW7 activator -0.2 and MITF inh 5.6.
Screening O=C(N/N=C/c1ccccc1F)c1cc(O)c(O)c(O)c1 returned GPR151 activ -0.8, TEAD-YAP block -12.8, FBW7 activator 0.2 and MITF inh 55.5*.
For C=CCN=c1scc(-c2ccccc2)n1/N=C/c1ccccn1 the results were GPR151 activ -0.3, TEAD-YAP block -5.9, FBW7 activator -0.3 and MITF inh 16.0.
Cc1ccccc1C(=O)ON1C(=O)c2cccc3cc([N+](=O)[O-])cc(c23)C1=O was read as GPR151 activ -1.4, TEAD-YAP block -10.8, FBW7 activator -0.1 and MITF inh 7.1.
`CC(=O)c1cccc(Nc2nc(=O)c3cccnc3s2)c1` gave GPR151 activ -1.8, TEAD-YAP block -15.7, FBW7 activator 0.0 and MITF inh -1.2.
COc1ccccc1-c1nnc(SCC(=O)c2ccc(NC(C)=O)cc2)o1 was read as GPR151 activ -0.2, TEAD-YAP block -2.7, FBW7 activator 0.1 and MITF inh 17.3.
`Cc1cc(C)c2c(N)c(C(=O)NN3CC(=O)N(c4ccc(F)cc4)CC3=O)sc2n1` gave GPR151 activ -1.0, TEAD-YAP block 12.0, FBW7 activator 0.5 and MITF inh 10.5.
For CCC(O)C#CCN1CCN(C)CC1 (stereo unspecified) the results were GPR151 activ -0.9, TEAD-YAP block 6.5, FBW7 activator 0.4 and MITF inh 6.0.
CCC(=O)N(Cc1cc2ccc(C)c(C)c2n2nnnc12)C1CCCCC1 was read as GPR151 activ -0.4, TEAD-YAP block 5.2, FBW7 activator 0.1 and MITF inh 10.4.
For O=C(O)c1cc(NS(=O)(=O)c2ccc(Cl)c(C(=O)O)c2)ccc1O the results were GPR151 activ 1.0, TEAD-YAP block 7.5, FBW7 activator -0.4 and MITF inh 81.5*.
For Cc1cccc(OCC(=O)Nc2ccccc2-c2ccccc2NC(=O)COc2cccc(C)c2)c1 the results were GPR151 activ 0.1, TEAD-YAP block -3.2, FBW7 activator 0.0 and MITF inh 20.3.
For COC(=O)CSc1nnc(CNC(=O)c2cccc(C)c2)n1-c1cc(C)ccc1C the results were GPR151 activ 0.6, TEAD-YAP block -5.6, FBW7 activator 0.0 and MITF inh 1.1.
Screening COC(=O)Nc1ccc2c(c1)N(C(=O)CCN1CCOCC1)c1ccccc1CC2 returned GPR151 activ -0.8, TEAD-YAP block 0.1, FBW7 activator 0.9 and MITF inh -1.4.
`Cc1cc(C)c(C(=O)/C=C/c2ccccc2F)c(=O)[nH]1` gave GPR151 activ 0.3, TEAD-YAP block 66.2*, FBW7 activator 0.1 and MITF inh -19.7.
`O=C(CN1CCC(n2cnc3cc(F)ccc32)CC1)Nc1ccc2c(c1)CCC2` gave GPR151 activ 2.3, TEAD-YAP block 4.0, FBW7 activator 0.1 and MITF inh 17.6.
`COc1ccc(CCNc2nc(-c3csc4ccccc34)nc3c2ncn3CCN2CCCC2=O)cc1` gave GPR151 activ 0.1, TEAD-YAP block -0.8, FBW7 activator 0.4 and MITF inh 24.5.
`Cc1ccnc2nc(C(=O)OCC(=O)NC(=O)NCc3ccco3)nn12` gave GPR151 activ -2.6, TEAD-YAP block -1.0, FBW7 activator 0.1 and MITF inh 9.2.
Cc1c(C(=O)N2CCOCC2)sc2nc(-c3cccc([N+](=O)[O-])c3)cn12 was read as GPR151 activ -0.1, TEAD-YAP block -12.9, FBW7 activator 0.3 and MITF inh 8.6.
COCCCNC(=S)N1CCCN(c2nc3cc4c(cc3cc2C#N)OCO4)CC1 was read as GPR151 activ 0.8, TEAD-YAP block 6.5, FBW7 activator -0.4 and MITF inh -6.8.
Screening CC(=O)c1c(C)oc2ccc(N(C(=O)c3ccncc3)S(=O)(=O)c3ccc(C)cc3)cc12 returned GPR151 activ -0.4, TEAD-YAP block -2.6, FBW7 activator 0.8 and MITF inh 9.5.
Cc1cc(C)cc(NC(=O)Cn2nnc(-c3ccccc3Cl)n2)c1 was read as GPR151 activ 0.9, TEAD-YAP block -15.3, FBW7 activator 0.2 and MITF inh 4.6.
`CC(C)(C)NC(=O)CCn1nc(-c2ccc(Cl)cc2)c2ccccc2c1=O` gave GPR151 activ 0.1, TEAD-YAP block -5.9, FBW7 activator -0.1 and MITF inh 7.4.
CCOc1ccc(C(=O)Nc2c3c(nn2C(C)(C)C)CSC3)cc1 was read as GPR151 activ 0.2, TEAD-YAP block -12.2, FBW7 activator -0.1 and MITF inh 0.3.
`Cc1cc(C)cc(OCC(=O)N/N=C(/CCC(=O)O)c2ccccc2)c1` gave GPR151 activ 1.4, TEAD-YAP block 2.5, FBW7 activator 0.1 and MITF inh -8.5.
O=C(NCCc1ccccc1)NCC1(O)CCCC1 was read as GPR151 activ -0.5, TEAD-YAP block -45.6, FBW7 activator 0.2 and MITF inh 2.7.
For COc1ccc2ccccc2c1/C=C1\SC(=S)NC1=O the results were GPR151 activ -0.1, TEAD-YAP block 8.0, FBW7 activator 0.0 and MITF inh 0.9.
Screening O=C(O)CCN1CCOCC1 returned GPR151 activ 0.0, TEAD-YAP block 2.6, FBW7 activator 0.1 and MITF inh 4.7.
Screening O=C(O)/C=C/C(=O)Nc1ccc(N2CCCCCC2)c(NC(=O)/C=C/C(=O)O)c1 returned GPR151 activ -0.7, TEAD-YAP block -6.2, FBW7 activator -0.5 and MITF inh 27.9.
For C=C(C)Cn1c(N2CCN(CCO)CC2)nc2c1c(=O)n(C)c(=O)n2C the results were GPR151 activ 1.4, TEAD-YAP block 4.0, FBW7 activator 0.0 and MITF inh 10.5.
For Oc1ccc(/C=N/Nc2nc(N3CCCC3)nc(N3CCCC3)n2)cc1O the results were GPR151 activ -0.8, TEAD-YAP block -5.0, FBW7 activator -0.6 and MITF inh -21.6.
`CC1=CC(C)C(COC(=O)NC2CCCCC2)(COC(=O)NC2CCCCC2)C(C)C1` (stereo unspecified) gave GPR151 activ 2.4, TEAD-YAP block -7.0, FBW7 activator 0.0 and MITF inh -2.1.
For CC(=O)C1=C(C)Nc2ncnn2C1c1ccc(C)o1 (stereo unspecified) the results were GPR151 activ 2.3, TEAD-YAP block 14.7, FBW7 activator 0.6 and MITF inh 16.4.
`CCCCOc1ccc(C(=O)NCc2nnc(SCC(=O)Nc3sc4c(c3C(=O)OCC)CCCC4)n2C)cc1` gave GPR151 activ -0.6, TEAD-YAP block 6.7, FBW7 activator -0.1 and MITF inh -6.4.
Screening CC1=NN(c2ccccc2)C(=O)/C1=C\N(NC(=O)c1ccccc1O)C(C)C returned GPR151 activ 0.4, TEAD-YAP block 0.6, FBW7 activator 0.1 and MITF inh -3.3.
O=C(Cn1ncn2cccc2c1=O)N1CCCC1 was read as GPR151 activ 1.3, TEAD-YAP block -0.7, FBW7 activator 0.0 and MITF inh 4.2.
For O=C(NCc1ccccc1)c1cncc(-c2csc3ccccc23)c1 the results were GPR151 activ 4.1, TEAD-YAP block -1.2, FBW7 activator -0.1 and MITF inh 5.3.
Screening O=c1[nH]c2ccccc2c(-c2ccccc2)c1-c1cc(-c2ccccc2)c2ccccc2n1 returned GPR151 activ -2.0, TEAD-YAP block 5.2, FBW7 activator 0.7 and MITF inh -11.3.
`CC1(C)C(=O)N(CCCCS(=O)(=O)O)c2ccc3ccccc3c21` gave GPR151 activ -0.7, TEAD-YAP block 6.3, FBW7 activator -0.2 and MITF inh 25.4.
Screening O=C(NC1CCN(Cc2ccccc2)CC1)c1csc(Nc2ccccc2)n1 returned GPR151 activ 0.8, TEAD-YAP block -5.2, FBW7 activator 0.1 and MITF inh 6.5.
Screening CCCSc1nnc2c(n1)OC(c1c(OCC)ccc3ccccc13)Nc1ccccc1-2 (stereo unspecified) returned GPR151 activ -0.5, TEAD-YAP block -25.4, FBW7 activator 0.0 and MITF inh -1.1.
`COc1ccc(CCN(C)C2CCCN(C(=O)Cn3cncn3)C2)cc1OC` (stereo unspecified) gave GPR151 activ 0.0, TEAD-YAP block 6.1, FBW7 activator 0.1 and MITF inh 2.9.

3 structures already listed, arranged by length of the SMILES, high to low:
Screening O=c1[nH]c2ccccc2c(-c2ccccc2)c1-c1cc(-c2ccccc2)c2ccccc2n1 returned GPR151 activ -2.0, TEAD-YAP block 5.2, FBW7 activator 0.7 and MITF inh -11.3.
For O=C(NCc1ccccc1)c1cncc(-c2csc3ccccc23)c1 the results were GPR151 activ 4.1, TEAD-YAP block -1.2, FBW7 activator -0.1 and MITF inh 5.3.
O=C(Cn1ncn2cccc2c1=O)N1CCCC1 was read as GPR151 activ 1.3, TEAD-YAP block -0.7, FBW7 activator 0.0 and MITF inh 4.2.
